HEK293 tox = cytotoxicity counter-screen for GLP-1 receptor inverse agonists | HEK293 cAMP-luciferase reporter cells, luminescence, 24 h | Potency, µM (highest dose often 38.3 µM), for inactives: top-dose activity change, negative = inhibition, most hits filed as inhibitors | 410,000 compounds, 0.13% hits | AID 624418;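 further: loss of luciferase light is scored as toxicity; potency means the concentration at half of the fitted maximal effect; on the % scale 0 is the no-effect control and ±100 the full control effect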
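Here, cytotoxicity is scored as loss of luminescence. The MLSMR collection was tested on cells seeded in medium containing 10% Nu serum, with a 24 hr compound exposure preceded by 12 hours of culture.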
GLP1R ag = agonists of human GLP-1 receptor | P43220 | HEK293 GLP-1R CRE-luciferase, luminescence, 4-6 h; cells express a hypersensitive GLP-1R form | Potency, µM (top dose mostly 45.6 µM), without a hit: at the highest dose activation, most hits filed as activators | 380,000 compounds, 0.007% hits | AID 624172; further: potency means the concentration at half of the fitted maximal effect; % of control where 0% means no effect
Target sequence (P43220 whole entry, looked up): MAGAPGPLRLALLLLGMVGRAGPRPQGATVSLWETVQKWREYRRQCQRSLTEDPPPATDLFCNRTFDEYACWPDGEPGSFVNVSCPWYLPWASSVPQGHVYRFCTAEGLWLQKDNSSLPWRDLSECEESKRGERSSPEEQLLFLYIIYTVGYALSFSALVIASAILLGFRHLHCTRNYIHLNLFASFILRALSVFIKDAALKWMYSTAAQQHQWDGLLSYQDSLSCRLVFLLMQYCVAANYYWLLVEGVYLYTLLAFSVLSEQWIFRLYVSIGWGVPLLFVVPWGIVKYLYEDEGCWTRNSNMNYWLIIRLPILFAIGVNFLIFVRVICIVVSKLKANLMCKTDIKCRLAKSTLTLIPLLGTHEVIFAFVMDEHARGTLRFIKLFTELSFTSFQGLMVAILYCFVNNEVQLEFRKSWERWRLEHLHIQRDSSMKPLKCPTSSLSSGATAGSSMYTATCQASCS
TDP43 rescue = rescues yeast growth from TDP-43 toxicity. TDP-43 expressing yeast growth rescue, BacTiter-Glo, 24 h. Potency, µM (doses to about 46.1 µM), without a hit: at the highest dose growth rescue (activation), actives largely listed as activators. 410,000 compounds, 1.8% hits. AID 652104; further: potency means the concentration at half of the fitted maximal effect; % of control where 0% means no effect; nearly all actives have a fitted effect of over 50% in size
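Readout is BacTiter-Glo luminescence of cell growth, so inhibitors register as activators. TDP-43-expressing yeast at OD600=0.02 in galactose medium, after raffinose pregrowth to mid-log, were incubated with compound for 24 hr at 30 deg C.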
GLP-1R inv ag = inverse agonists of human GLP-1 receptor. P43220. HEK293 GLP-1R CRE-luciferase, luminescence, 24 h; GLP-1R form is constitutively active. Potency, µM (titrated, usually from 38.3 µM), inactives show top-dose activity change, negative = inhibition, usual class: inhibitors. 410,000 compounds, 1.6% hits. AID 624417; further: potency means the concentration at half of the fitted maximal effect; on the % scale 0 is the no-effect control and ±100 the full control effect; nearly all actives have a fitted effect of over 55% in size
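Inverse agonism was detected as reduced cAMP-driven luciferase luminescence after 24 h compound treatment. The cells were HEK293 clones expressing constitutively active human GLP-1R with the reporter. Reporter-only and GPR119 cell lines served as counterscreen controls.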
PTHR1 agonist = agonists of human PTHR1 parathyroid hormone receptor; HEK293 GP2 PTHR1 cells, GloSensor cAMP luminescence, 1 h; Potency, µM (doses to about 115 µM), for the others: top-dose activation, actives largely listed as activators; 410,000 compounds, 0.075% hits; further: potency means the concentration at half of the fitted maximal effect; nearly all actives have a fitted effect of over 55% in size; some results filed as inactive show a strong effect at the top dose; inactives centre near -15; many of its hits are not listed in these tables
Target sequence (Q03431 whole entry, looked up): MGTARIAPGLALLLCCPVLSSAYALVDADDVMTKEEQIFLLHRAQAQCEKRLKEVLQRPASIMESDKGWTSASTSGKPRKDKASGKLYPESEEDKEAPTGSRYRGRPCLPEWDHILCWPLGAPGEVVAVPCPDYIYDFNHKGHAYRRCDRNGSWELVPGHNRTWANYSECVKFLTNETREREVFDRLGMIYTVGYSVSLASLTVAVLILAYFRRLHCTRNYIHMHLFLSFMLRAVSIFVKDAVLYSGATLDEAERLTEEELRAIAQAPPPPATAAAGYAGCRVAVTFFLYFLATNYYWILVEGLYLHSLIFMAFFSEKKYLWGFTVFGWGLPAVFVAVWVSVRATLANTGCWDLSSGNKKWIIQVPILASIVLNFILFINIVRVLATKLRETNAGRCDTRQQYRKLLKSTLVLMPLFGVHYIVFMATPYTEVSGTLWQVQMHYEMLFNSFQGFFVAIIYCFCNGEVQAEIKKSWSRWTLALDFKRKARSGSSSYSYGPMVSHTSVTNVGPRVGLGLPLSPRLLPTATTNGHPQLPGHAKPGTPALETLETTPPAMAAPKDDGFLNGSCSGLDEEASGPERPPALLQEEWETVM
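HEK-293-derived GP2 cells expressing PTHR1 and a GloSensor cAMP reporter, 3,000/well, plated overnight, given luciferin plus IBMX (each 0.5 mM as added) for 1 h at 37 °C, then compound for 1 h at 37 °C. Luminescence was read after 15 min at room temperature.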
DRD3 antagonist = blocks the human D3 dopamine receptor; P35462; D3R cells, DiscoveRx beta-arrestin luminescence, antagonist mode; stronger effect = lower value; max response, negative = inhibition, %; 360,000 compounds, 2.5% hits; AID 652054; in the data active means max response below about -50%; inconclusive means no clear call, values can overlap the other calls; further: on the % scale 0 is the no-effect control and ±100 the full control effect; mostly tested at two doses, the higher about 12 µM
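Cells expressing the human receptor were seeded at 1500 cells/well, incubated overnight at 37 degrees C in 5% CO2, then exposed to library compounds with dopamine controls for 90 minutes at 37 degrees C before luminescent detection.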
aSyn rescue = inhibitors of alpha-synuclein toxicity in yeast; Yeast expressing alpha-synuclein, growth rescue, BacTiter-Glo, 24 h; Potency, µM (top dose mostly 46.1 µM), inactives show at the top dose growth rescue (activation), actives largely listed as activators; 370,000 compounds, 0.14% hits; AID 652106; further: potency means the concentration at half of the fitted maximal effect; % of control where 0% means no effect; nearly all actives have a fitted effect of over 65% in size
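Galactose-induced alpha-syn yeast (OD600=0.02, raffinose-pregrown) + pinned cpd, 24 hr, 30 deg C; growth by BacTiter-Glo luminescence. Growth restoration scores as activation.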
KB-V1 MDR tox = KB-V1 MDR subline cytotoxicity; AID 1347076; Potency, µM (highest dose often 46.1 µM), inactives show at the highest dose activity change, negative = cytotoxicity, most hits filed as cytotoxic; KB-V1 MDR cells viability, CellTiter-Glo, 72 h; 400,000 compounds, 3.4% hits; further: potency means the concentration at half of the fitted maximal effect; on the % scale 0 is the no-effect control and ±100 the full control effect; nearly all actives have a fitted effect of over 60% in size
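Drug-selected KB-V1 cells, grown in DMEM lacking phenol red with 10% FBS, receive compound titrations; after three days at 37 degrees C, surviving cell ATP is quantified by CellTiter-Glo luminescence and responses normalized and curve-fitted.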
DRD3 agonist = activates the human D3 dopamine receptor. 410,000 compounds, 0.58% hits. P35462. D3R DiscoveRx beta-arrestin cells, luminescence, 90 min. max activation, %; in the data active means max activation above about 30%; further: 0% is about no effect; mostly tested at two doses, the higher about 12 µM
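Cells at 1500/well, incubated overnight, then treated with pinned compounds (dopamine as control) for 90 min at 37 degrees C. DiscoveRx reagent added for 30 - 60 minutes at room temperature; luminescence read.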
* hit, by the source's call; i = inactive; ? = inconclusive; · = no result given; [ ] = dose if it differs, or a comment. Unless noted, the call rests on the fitted dose curve; in most records, active means well fitted curve in the direction sought with a large enough effect; inconclusive means small, poorly fitted or top-dose-only effect, or another doubt; inactive means no such curve, though single readings can be large; an effect the other way counts as inactive or inconclusive.

Preview:
SMILES	HEK293 tox	GLP1R ag	TDP43 rescue	GLP-1R inv ag	PTHR1 agonist	DRD3 antagonist	aSyn rescue	KB-V1 MDR tox	DRD3 agonist
COc1cc(-n2c(C)nc3cc(C(=O)O)ccc32)cc(OC)c1OC	0%	-2%	-2%	3%	-50%[inhibitor]	-12	0%	-16%	-7
Cc1scc(C(=O)NNC(=S)NC(C)c2ccccc2)c1C (stereo not drawn)	-4%	-1%	24%	?	-52%[inhibitor]	-7	-2%	-14%	0

This part in full (from the top)
SMILES	HEK293 tox	GLP1R ag	TDP43 rescue	GLP-1R inv ag	PTHR1 agonist	DRD3 antagonist	aSyn rescue	KB-V1 MDR tox	DRD3 agonist
COc1cc(-n2c(C)nc3cc(C(=O)O)ccc32)cc(OC)c1OC	0%	-2%	-2%	3%	-50%[inhibitor]	-12	0%	-16%	-7
Cc1scc(C(=O)NNC(=S)NC(C)c2ccccc2)c1C (stereo not drawn)	-4%	-1%	24%	?	-52%[inhibitor]	-7	-2%	-14%	0
COc1ccc(C(=O)C[n+]2ccc3ccccc3c2C)cc1	-10%	1%	-11%	20%	-13%	4	-5%	-3%	5
O=c1c2ccccc2nc2c3ccccc3c3nncn3n12	-5%	-6%	-2%	-3%	-20%	9	-1%	7.3µM*	1
CC(=O)Nc1ccc(NC(=O)c2csc([C@@H]3O[C@H](CO)[C@H](O)[C@H](O)[C@H]3O)n2)cc1	6%	0%	?	10%	i	11	-10%	5%	5
Cc1cc(Oc2ccccc2)nc(N2CCOCC2)n1	94%[activator]	5%	14%	5%	i	0	-5%	2%	1
COC(=O)[C@H](C)NC(=O)COc1ccccc1	-9%	-17%	-11%	7%	-15%[57.5 µM]	16	-11%	0%	-12
Cc1nn(C)cc1S(=O)(=O)N1CCN(c2ccc(F)cc2)CC1	8%	0%	8%	23%	i	0	4%	-11%	-2
COc1ccc(N(C(C)=O)S(=O)(=O)c2cccc3cccnc23)cc1	8%	0%	0%	0%	i	5	10%	?	3
COc1cc(N)c(Cl)cc1C(=O)OCC(=O)N1CCCCCC1	-1%	-5%	15%	4%	-35%[inhibitor]	-6	3%	17%	-1
Cc1ccc(N(C(=O)c2csnn2)C(C(=O)NC(C)(C)C)c2cccnc2)cc1C (stereo not drawn)	6%	16%	-15%[0.397 µM]	46%[activator]	i	-3	4%	-3%	16
CCN1/C(=C/C=C2/SC(=Nc3cccc4ncccc34)N(C)C2=O)Sc2ccccc21	0%	2%	0%	1%	-13%	4	-2%	-2%	18
CC(C)c1cc(C(=O)N/N=C/c2cccnc2)cs1	21%	17%	-25%	41%[activator]	?	-17	-3%	0%	-13
O=C1OCCC1=COCCOC=C1CCOC1=O	0%	0%	0%	5%	i	18	4%	16%	6
COc1ccc(CN(C(=O)Nc2cccc(OC)c2)C2CCN(C(C)=O)CC2)cc1	1%	·	-1%	2%	8%	·	·	·	-37
CCC1CC(CSC(=N)N)OC1=O (stereo not drawn)	-10%	2%	8%	-15%	i	-2	1%	2%	-7
O=C(CCNC(=O)C1CCN(S(=O)(=O)c2ccccc2)CC1)NCc1ccc(Cl)cc1	11%	-8%	0%	20%	-27%	-12	0%	?	-9
Oc1ccccc1N=N/C(=N/Nc1ccccc1O)c1ccccc1	-16%	0%	24%	-2%	i	-22	-2%	7%	-2
O=C(Nc1cccc(Cl)c1)N(Cc1nc2ccccc2c(=O)[nH]1)C1CCCC1	11%	-3%	5%	?	-7%[57.5 µM]	5	0%	?	-4
O=C(Nc1nnc(-c2ccccc2)o1)c1ccc(Cl)cc1	9%	-4%	?	-37%	-6%	-4	?	?	-9
CCCCNC(=O)c1nc(C2CCN(S(=O)(=O)c3cccc(C(F)(F)F)c3)CC2)oc1-c1cccc(C(F)(F)F)c1	2%	10%	10%	6%	-25%	24	6%	0%	5
CC1CCN(C(=O)c2ccc3c(c2)N(Cc2ccccc2)C(=O)c2ccccc2S3(=O)=O)CC1	-21%	·	31%	2%	-21%	·	·	·	-9
Cc1ccc(N2NC(=O)/C(=C/c3ccc(-c4ccc(Cl)c(C(=O)O)c4)o3)C2=O)cc1C	-3%	1%	3%	1%	-2%	27	0%	19%	-1
CCOc1cccc2cc(-c3nc(-c4ccc(Cl)cc4)c(C)s3)c(=O)oc12	2%	·	-7%	6%	i	·	·	?	6
CCN(Cc1ccc(N(C)C)cc1)C(C)C(=O)Nc1ccc(S(=O)(=O)N2CCCC2)cc1 (stereo not drawn)	-3%	-2%	14%	7%	i	10	4%[1.84 µM]	-13%	-10
Cc1ccc(NC(=O)CSc2ncc(-c3ccccc3)n2C(=O)c2ccccc2)cc1	4%	14%	11%	0%	-11%	19	12%	0%	2
COC(=O)c1ccc(-n2cncn2)c(F)c1	-3%	-6%	-11%	3%	i	0	-3%	-7%	-4
Cc1cc(C)cc(NC(=O)C(Cc2ccccc2)NS(=O)(=O)c2ccc3c(c2)c(=O)n(C)c(=O)n3C)c1 (stereo not drawn)	-14%	-2%	-29%	?	-31%[inhibitor]	·	·	-12%	-10
CC1(C(=O)Nc2cccc3ncccc23)CCN1C(=O)C1(c2ccccc2)CC1 (stereo not drawn)	1%	-1%	19%	22%	-16%	-11	3%	-1%	0
CCOC(=O)NC1(NC(C)C)Oc2ccccc2O1	-24%	0%	-7%	38%[activator]	i	-5	-19%	-2%	-7
COc1ccc(Cn2c(CCC(=O)Nc3cccc(Cl)c3)nc3cccnc32)cc1	-1%	·	3%	-20%	6%	·	·	-6%	-5
CCn1c(C(O)c2ccc(C)cc2)nc2ccccc21 (stereo not drawn)	-9%	16%	9%	?	-21%	0	2%	-2%	0
CCOc1ccc2[nH]c(=O)c(CN(Cc3ccc(C)cc3)C(=O)N3CCCC3)cc2c1	-16%	-3%	1%	6%	-4%[57.5 µM]	21	-11%	?	4
Cc1ccccc1Nc1nn2c(=O)c3ccc(C(=O)NCc4ccccc4)cc3nc2s1	-28%	·	-3%	?	7%	·	·	·	-3
Cc1ccc(/C=N/NC(=O)CNC(=O)c2ccc(C)c([N+](=O)[O-])c2)o1	8%	9%	-6%	18%	-25%	2	-2%	3%	0
CC(C)(C)NC(=O)CSc1nc2ccccc2n1-c1ccccc1	4%	7%	7%	10µM*	?	-8	-1%	?	-5
CC(NCC(=O)Nc1ccccc1C(=O)NC1CC1)c1ccc(S(N)(=O)=O)cc1 (stereo not drawn)	-2%	-2%	8%	5%	-25%	-1	-3%	4%	0
O=C(c1cccc(C(F)(F)F)c1)C1CCCN(C(=O)CN2CCCC2=O)C1 (stereo not drawn)	-5%	9%	-33%[inhibitor][0.397 µM]	-35%	i	-8	-5%	9%	-10
C[C@H](NC(=O)C1CC(=O)N(c2ccc(F)cc2)C1)C(=O)N1CCCCC1 (stereo partly drawn)	0%	-3%	4%	30%	5%	-14	-4%	-45%	0
Cc1cc(C)c(C(=O)c2ccc(C(=O)NC(C)(C)C)cc2)c(C)c1	0%	-10%	4%	0%	-14%[57.5 µM]	28	0%	-25%	-5
CCc1ccc(OCc2nnc(SCC(=O)N3CCN(c4ccccc4)CC3)o2)cc1	-15%	-1%	5%	?	-4%[57.5 µM]	10	-8%	-4%	5
Cc1ccc(-n2c(-c3ccc(Cl)cc3)c[n+]3c2CCC3)cc1	-11%	-6%	0%	?	-32%	-24	-2%	6%	-10
CCOC(=O)c1ccc(S(=O)(=O)NNC(=O)c2cccc(N(C)C)c2)cc1	6%	3%	-1%	30%	i	1	6%	4%	4
COc1ccc(CCCc2nnc(SCC(=O)Nc3nc(C)cs3)n2C)cc1C	-16%	0%	-1%	-4%	-2%[57.5 µM]	3	-1%	0%	-3
Cn1nnnc1SCC(=O)NCCCc1ccccc1	52%	-13%	6%	0%	i	3	-2%	20%	-9
CN(C)CCNc1nc2c(c(=O)[nH]c(=O)n2C)n1CCCc1ccccc1	2%	3%	11%	29%	i	-76*	0%	-12%	5
COc1ccccc1N1CCN(C(=O)C(Cc2ccccc2)NC(=O)C2CCCCC2)CC1 (stereo not drawn)	-16%	-1%	0%	0%	i	16	-1%	?	3
C/C(=N/NC(=O)Cc1ccccc1)c1ccc(C)s1	16%	10%	15%	46%[activator]	i	23	2%	0%	-13
Cc1cccc(C)c1NC(=O)C1(C)CN(S(C)(=O)=O)CC(=O)N1CCCn1ccnc1 (stereo not drawn)	0%	·	-28%	26%	6%	18	-1%	6%	4
Cc1cccc(C2c3[nH]c4ccccc4c3CCN2C(=O)c2cc(CC(C)C)nc(C)n2)n1 (stereo not drawn)	-11%	6%	5%	?	i	5	5%	8%	0
CCc1ccc(NC(=O)CSc2ccnc(=O)[nH]2)cc1	4%	6%	2%	19%	i	·	·	4%	-1
COc1ccc(/C=N/NC(=O)CC#N)cc1Oc1nc(Cl)ncc1F	19%	0%	6%	-6%	i	-8	-1%	14%	-3
COc1ccc(CN2C(=O)CN(S(C)(=O)=O)CC2(C)C(=O)Nc2c(C)cccc2C)cc1 (stereo not drawn)	0%	·	5%	-18%	-7%	5	-4%	-3%	6
CC(C)(O)[C@H](O)COc1c2occc2cc2ccc(=O)oc12	2%	0%	13%	10%	i	30	3%	?	6
O=C(NCCc1c[nH]c2ccccc12)OCCSS(=O)(=O)O	11%	0%	6%	23%	-1%	2	2%	-11%	7
Cc1cc(C)cc(-n2cnc3cc(C(=O)O)ccc32)c1	8%	-2%	-5%	0%	?	7	2%	2%	8
COc1cccc(C=C2SC(=S)NC2=O)c1	-25%	-7%	-1%	-17%	-26%	-10	-14%	?	-1
Cc1nnc2ccc(N3CCCC3)nn12	-10%	-1%	-8%	0%	i	15	-11%	0%	-2

Bioassay records deposited in PubChem BioAssay by National Center for Advancing Translational Sciences (NCATS).

A portion of the library (hit frequency here may not be typical).
